LGR2_inh = Drosophila LGR2 receptor signaling inhibition; HEK293 LGR2, CRE-luciferase, bursicon-stimulated, 4 h; inhibition, % at 9.99 µM; 380,000 tested, 0.35% active; AID 720647;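 active = drop in luminescence signal, shown as inhibition above about 50% in the replicate tests, limit read from the data, passing the limit was not always enough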;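 also: agonist challenge used bursicon conditioned medium at about half maximal strength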
ARNT_TACC3_PPI = ARNT/TACC3 interaction disruption. AlphaScreen His-ARNT PAS-B/GST-TACC3 binding, luminescence; TACC3 fragment carries E629A point mutation. inhibition, % at 9.99 µM. 390,000 tested, 0.66% active;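 active = mean inhibition of replicates at least 50% and at least half of replicates each reaching 50%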;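 also: 0% = complete ARNT plus TACC3 wells and 100% = ARNT alone without TACC3; many hits fall short of the cut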
PAX8_inh_HTS = lowers PAX8-driven luciferase in RMG-I cells; RMG-I TPO-luciferase reporter, SteadyGlo, 24 h; inhibition, % at 12.6 µM; AID 652154; 360,000 tested, 1.2% active;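 active = mean replicate inhibition at least 60% with every replicate also reaching 60%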;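 also: luciferase light reporting Pax8 driven TPO promoter activity; plate controls were median of neutral control wells for no effect and mitoxantrone controls for full effect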
GSIS_activator = GLuc luminescence reporter in INS-1E cells, primary screen for activators of glucose-dependent secretion of insulin; INS-1E GLuc reporter insulin secretion, 2-3 h; activation, % at 16.6 µM; 370,000 tested, 0.61% active;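 active = lowest replicate activation of at least 40%, so every replicate reaches that level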;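 also: 0% = median of neutral control wells and 100% = median of IBMX positive control wells; some compounds called inactive have numbers as strong as hits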
Starred values were filed as active, the others as inactive; x = no result given. Only part of the results is shown; the hit share may differ from the screen's.

SMILES LGR2_inh ARNT_TACC3_PPI PAX8_inh_HTS GSIS_activator
O=C1Cc2c([nH]c3ccc([N+](=O)[O-])cc23)-c2ccccc2N1 76* -6 x 20
COc1ccc(-n2[nH]c3c(cnc4ccccc43)c2=O)cc1 -20 x -112 -6
